Assay outcomes from PubChem.
H37Rv inhibition: M. tuberculosis growth inhibition, HTS (AID 449762); 330,000 compounds, 0.59% hits; one-dose inhibition, % at 25 µM; IC50 in µM for titrated hits; M. tuberculosis H37Rv growth inhibition, 7H9 media; higher % means a stronger effect; in the data active = a potency from the dose series;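 note: bacterial growth assessed after seven days of incubation; strong numbers were not always called active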
M. tuberculosis: growth inhibition of non-replicating M. tuberculosis (AID 488890) | Mycobacterium tuberculosis non-replicating, growth inhibition; higher % means a stronger effect | inhibition, % at 25 µM, or IC50 in µM where a hit was titrated | 320,000 compounds, 0.39% hits; in the data active = a potency from the dose series;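 note: plate controls were DMSO cells for no effect and high antibiotic wells for full effect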
PhoP GFP inhibition: Inhibition of PhoP regulon, Salmonella typhi GFP reporter cells, confirmation, 4 h (AID 1850). Salmonella Typhi PhoP-promoter GFP reporter, fluorescence, 4 h; higher % means a stronger effect. one-dose inhibition, % at 50 µM; IC50 in µM for titrated hits. 310,000 compounds, 0.33% hits; in the data active = a potency from the dose series;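 note: 0% = induced wells with vehicle and 100% = uninduced wells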
inhibitors of VEEV: inhibitors of VEEV TC-83 cytopathic effect, confirmation, Vero cells (AID 588727); Vero cells, VEEV TC-83 cytopathic effect inhibition; higher % means a stronger effect; inhibition, % at 20 µM, or IC50 in µM where a hit was titrated; 350,000 compounds, 0.13% hits; in the data active = a potency from the dose series; note: strong numbers were not always called active
H1N1 NS1A inhibition: H1N1 influenza NS1A inhibitors, functional cell based assay (AID 504329) | NS1A functional cell-based assay, percent inhibition; higher % means a stronger effect | inhibition, % at 12.5 µM; hits with a dose series show IC50 in µM | 340,000 compounds, 0.3% hits; in the data active = a potency from the dose series; note: strong numbers were not always called active
inhibitors of VEEV 10K pilot screen: further read-out of inhibitors of VEEV, marked with its call; inhibition, %; measured here: 10K pilot screen inhibition
Numbers without * were called inactive; i = inactive; · = not tested or not shown. Outcome played no part in choosing rows; any-hit rate near 1.6%.

SMILES	H37Rv inhibition	M. tuberculosis	PhoP GFP inhibition	inhibitors of VEEV	H1N1 NS1A inhibition	others
CCCC(=O)C1CCN(Cc2ccccc2)CC1	2%	1%	-3%	1.0%	4%
CCn1c(=O)n(CC)c2cc(S(=O)(=O)N3CCCCC3)c(C)cc21	2%	10%	-8%	i	6%
Cc1cc(C(=O)NC2CC2)c2ccccc2n1	-3%	-5%	3%	0.1%	-4%
NC(=O)c1ccccc1NS(=O)(=O)Cc1ccc(Cl)cc1	-6%	-2%	-1%	0.6%	-1%
CCOC1CCc2c(C)nc(N)nc2S1 (stereo not drawn)	-8%	9%	-8%	i	2%
CCc1c(C)nc2ncnn2c1Nc1ccc(C(C)=O)cc1	-2%	7%	-5%	i	0%
CCn1c(SCC(=O)NCc2ccco2)nc2c1c(=O)n(C)c(=O)n2C	-6%	-8%	0%	1.6%	1%
Cc1nc2nc(-c3ccc(Cl)cc3)[nH]n2c(=O)c1Cc1ccccc1	8%	-5%	-22%	2.0%	-7%
O=C(NC1CC1)C1=C[C@@H](c2ccccc2)C[C@@H](OCc2ccc(CO)cc2)O1	1%	12%	-7%	0.0%	-2%
Cc1cccc(CCN2C(N(C)C)=NC[C@@H]2CC(C)C)c1	5%	22%	0%	1.6%	-11%
Nc1nonc1OCCc1ccccc1	5%	12%	-3%	1.4%	-10%
CC(C)C(=O)Nc1cc(S(=O)(=O)Nc2ccc(Cl)cc2)ccc1Cl	11%	50%	1%	0.8%	-3%
CN(C(=O)COC(=O)c1ccccc1SCC(=O)N1CCCC1)c1ccccc1	-8%	41%	-6%	10.0%	-2%
Cc1cccc(N2CCN(C(=O)CCNS(=O)(=O)c3ccc4c(c3)oc(=O)n4C)CC2C)c1 (stereo not drawn)	3%	-4%	5%	0.4%	-1%
Cn1c(=O)c(C(=O)COc2ccc(F)cc2Cl)c(N)n(Cc2ccccc2)c1=O	-1%	24%	-23%	8.7%	-7%
Cc1ccc(N(C(=O)CNC(=O)c2ccco2)C(C(=O)NC2CCCC2)c2ccncc2)cc1 (stereo not drawn)	-5%	1%	2%	0.5%	2%
CCOc1cc(C2C(C(=O)c3ccc(C)o3)=C(O)C(=O)N2CCc2ccccc2)ccc1O (stereo not drawn)	-9%	47%	5%	1.8%	-6%
CC(Cc1ccc(O)cc1)NCC(O)c1cc(O)cc(O)c1 (stereo not drawn)	-4%	-5%	-5%	1.6%	5%
CCC(C)(C)NC(=O)CN(C(=O)CCC(=O)Nc1nccs1)c1cccc(C)c1	6%	10%	-6%	2.1%	-2%
Cc1cc(-n2c(C)cc(C(=O)COc3ccc4ccc(=O)oc4c3)c2C)no1	69µM*	13%	-11%	8.9%	1%
CCN(C(=O)CSc1nnc(Nc2ccccc2C)s1)C1CCS(=O)(=O)C1 (stereo not drawn)	-6%	0%	4%	2.2%	1%
CCCN1C(=O)/C(=C\C=C2/C=CN(CC)c3ccccc32)SC1=S	12%	17%	2%	0.1%	17%
O=C(Nc1cccc(Cl)c1)Nc1ccccc1NS(=O)(=O)c1cccs1	1%	10%	-6%	0.7%	-8%
COc1ccc(-n2nnc3c(SCC(=O)c4ccccc4)ncnc32)cc1	5%	-3%	-5%	3.6%	-5%

5 neighbouring entries already listed, quoted:
SMILES	H37Rv inhibition	M. tuberculosis	PhoP GFP inhibition	inhibitors of VEEV	H1N1 NS1A inhibition	others
CN(C(=O)COC(=O)c1ccccc1SCC(=O)N1CCCC1)c1ccccc1	-8%	41%	-6%	10.0%	-2%
Cc1cccc(N2CCN(C(=O)CCNS(=O)(=O)c3ccc4c(c3)oc(=O)n4C)CC2C)c1 (stereo not drawn)	3%	-4%	5%	0.4%	-1%
Cn1c(=O)c(C(=O)COc2ccc(F)cc2Cl)c(N)n(Cc2ccccc2)c1=O	-1%	24%	-23%	8.7%	-7%
Cc1ccc(N(C(=O)CNC(=O)c2ccco2)C(C(=O)NC2CCCC2)c2ccncc2)cc1 (stereo not drawn)	-5%	1%	2%	0.5%	2%
CCOc1cc(C2C(C(=O)c3ccc(C)o3)=C(O)C(=O)N2CCc2ccccc2)ccc1O (stereo not drawn)	-9%	47%	5%	1.8%	-6%

Returning to the listing, starting four compounds before the break.
SMILES	H37Rv inhibition	M. tuberculosis	PhoP GFP inhibition	inhibitors of VEEV	H1N1 NS1A inhibition	others
CCN(C(=O)CSc1nnc(Nc2ccccc2C)s1)C1CCS(=O)(=O)C1 (stereo not drawn)	-6%	0%	4%	2.2%	1%
CCCN1C(=O)/C(=C\C=C2/C=CN(CC)c3ccccc32)SC1=S	12%	17%	2%	0.1%	17%
O=C(Nc1cccc(Cl)c1)Nc1ccccc1NS(=O)(=O)c1cccs1	1%	10%	-6%	0.7%	-8%
COc1ccc(-n2nnc3c(SCC(=O)c4ccccc4)ncnc32)cc1	5%	-3%	-5%	3.6%	-5%
Cc1nc2ccc(C(=O)Nc3ccc4nc[nH]c4c3)cc2[nH]1	0%	-17%	-7%	1.5%	-24%
COc1ccc(N2C(=O)CSC2c2ccccc2)cc1 (stereo not drawn)	6%	2%	-1%	0.2%	-19%
O=C(Nc1ccc2nc3n(c(=O)c2c1)CCCC3)c1cccc([N+](=O)[O-])c1	15%	·	0%	0.2%	-6%	inhibitors of VEEV 10K pilot screen=2.6
COc1ccc(CCNC(=O)COC(=O)/C=C/c2cc(OC)c(OC)c(OC)c2)cc1OC	-4%	-3%	8%	3.9%	7%
Cc1ccccc1OCC(=O)NNC(=O)C1CCCCC1C(=O)O (stereo not drawn)	2%	-4%	10%	0.2%	-5%
Cc1ccc(NC(=O)CCC(=O)NNC(=O)NC2CCCCC2)c(C)c1	-1%	7%	-8%	0.3%	-3%
Cc1ccc2cccc(OCC(=O)NCCC3=CCCCC3)c2n1	37%	54%	·	0.1%	3%
C=CCn1c(=NC(=O)c2cccs2)sc2cccc(OC)c21	-3%	59%	-14%	7.7%	-3%
CCOC(=O)C1=C(C)NC2=C(C(=O)C(C(=O)OCC)C(c3ccccc3OC)C2)C1c1ccccn1 (stereo not drawn)	1%	29%	-6%	7.5%	-7%
O=c1nc(N2CCCC2)nc(Nc2ccccc2)[nH]1	2%	4%	-3%	i	-2%
COc1ccc(C)c(NC(=O)NCCc2cnc[nH]2)c1	1%	-17%	1%	i	1%
Cc1ccc(CN2C(=O)C3CCCN3c3ccc(C#N)cc32)cc1 (stereo not drawn)	-8%	15%	-4%	·	·
CCC(=O)Nn1cnc2c(c1=O)C1(CCCCC1)Cc1ccccc1-2	-4%	21%	-2%	5.5%	3%
O=C1NC[C@H](Cc2ccccc2)N(CC2CCN(CCCCc3ccccc3)CC2)C1=O	·	·	·	0.2%	-3%
CCCOc1ccc(C(=O)Nc2cc(S(=O)(=O)N3CCOCC3)ccc2N2CCOCC2)cc1	7%	31%	·	6.8%	-7%
COc1cccc(OC(=O)c2cc3ccccc3oc2=O)c1	5%	i	2%	0.5%	3%
CC(/C=N/n1c(C2CCCCC2)n[nH]c1=S)=C\c1ccccc1	49µM*	-2%	0%	i	-1%
Cc1noc(C)c1S(=O)(=O)N1CCC(C(=O)NC2CCCc3ccccc32)CC1 (stereo not drawn)	4%	-6%	10%	0.2%	-1%
CC(C)(C)C(=O)Nc1nc(=S)ss1	-4%	62%	-3%	0.9%	6%
CCN(CC)C(=O)CSc1nc(C)cc(C)n1	1%	-12%	9%	1.9%	·
CCCN1CCN(C(=S)Nc2ccc3nc(N4CCN(CC)CC4)cc(C)c3c2)CC1	4%	39%	7%	1.7%	0%
N#Cc1c(-c2ccccc2)nc(SCc2nc(N)nc(N3CCCCC3)n2)[nH]c1=O	-3%	15%	-9%	0.9%	21%
O=C(NC(=S)Nc1ccc(CN2CCOCC2)cc1)c1ccccc1[N+](=O)[O-]	2%	-24%	-13%	0.2%	-3%
Cc1cccc(C)c1NC(=O)CNC(=O)c1c(C)nn(-c2ccccc2)c1C	-4%	8%	-4%	i	-3%
CCCS(=O)(=O)N1CCN(C(=O)c2cccnc2)CC1	1%	-20%	5%	0.8%	5%
CC1CC(C)CN(C(=O)COC(=O)c2ccc3ncsc3c2)C1 (stereo not drawn)	42%	6%	·	0.5%	-14%
CCOc1cc(CNCc2cccnc2)ccc1OCC(=O)NC(C)(C)C	3%	2%	6%	1.8%	-9%
Fc1ccccc1OCCCn1ccnc1	3%	57%	-6%	i	-2%
Cc1cc(C)cc(N(CC(=O)NCc2ccco2)C(=O)CCC(=O)Nc2nccs2)c1	1%	2%	0%	0.6%	3%
Cc1[nH]c2ccccc2c1CCN(Cc1cccnc1)C(=S)NC(C)(C)C	9%	54%	0%	i	6%
O=C(CN1C(=O)c2cccc([N+](=O)[O-])c2C1=O)OCC(=O)N1CCCCC1	4%	4%	-4%	i	-1%
COc1ccc(C2=CN(Cc3ccccc3)CCC2=O)cc1	4%	4%	·	0.1%	5%
CC(C)NC(=S)n1cc(C(=O)c2cc(Cl)cc(Cl)c2O)cn1	5%	16%	4%	3.6%	-10%
O=C(/C=C/c1ccc(F)cc1)NC(=S)N1CCN(Cc2ccccc2)CC1	9%	2%	-6%	1.0%	3%
COc1cc(OC)cc(C(=O)N[C@H](C(=O)OCC(=O)N2CCc3ccccc32)C(C)C)c1	6%	63%	5%	i	-6%
CN(Cc1nccs1)C(=O)c1ccc(OC2CCN(CCc3ccccc3)CC2)cc1	-1%	19%	-4%	0.8%	-2%
CC(=O)Oc1ccc(C(=O)Nc2ccc(C3(C#N)CCCC3)cc2)cc1	54%	80%	-6%	1.3%	1%
Brc1ccccc1OCCCN1CCOCC1	2%	-11%	1%	0.8%	4%
COc1ccc(OC)c(S(=O)(=O)Nc2c(C)cccc2C)c1	-2%	-14%	3%	6.7%	-5%
COc1ccc(C(C)(C)C)cc1NC(=O)CSc1ncn[nH]1	·	·	·	4.1%	-6%
Cn1c(CC(=O)Nc2ccccc2Cl)nnc1SCC(=O)Nc1nncs1	1%	-19%	4%	i	1%
O=C(CN1C(=O)NC2(CCc3ccccc32)C1=O)Nc1cc(C(F)(F)F)ccc1N1CCOCC1 (stereo not drawn)	-6%	·	-6%	·	·
COc1ccc(NC(=O)c2scc(S(=O)(=O)C(C)C)c2N)cc1	-6%	1%	5%	4.0%	3%
COc1cccc(CNC(=O)CCCn2nc(C)n3c(cc4sccc43)c2=O)c1	2%	-6%	-1%	0.7%	-5%
O=C(Nc1cnccn1)c1cccnc1	2%	-8%	1%	3.2%	-9%
CN(CCCNC(=O)CCc1cn(C)c2ccccc12)C1CCCCC1	8%	12%	2%	i	-10%
CC1CCCCC1NC(=O)c1ccc(S(=O)(=O)N2CCN(C)CC2)cc1 (stereo not drawn)	7%	-8%	-6%	0.9%	-13%
CN(Cc1ccccc1)S(=O)(=O)c1nnc(NC(=O)c2ccccc2F)s1	-6%	55%	11%	3.6%	-9%
